Akt phos inh – blocks phosphorylation of Akt | activity change, % for hits at 50 µM | 360,000 compounds, 0.32% hits | Neuro2A IGF-stimulated pAkt S473 HTRF, 20 min; active compounds read low; in the data active means activity change below about -80%; inconclusive means mostly about -51% to -80%; further: on the % scale 0 is the no-effect control and ±100 the full control effect
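Neuro2A cells in DMEM with 0.5% FBS, overnight at 37 deg C, given compound at single 50 µM final, then IGF (6 nM final) for 20 min at 37 deg C. Lysed; phospho-Akt Ser473 by HTRF after 24 h, 665/615 ratio.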
Nrf2 block – Nrf2 pathway inhibition; 360,000 compounds, 2.1% hits; A549 ARE-Fluc reporter, luciferase luminescence, 18-24 h; Potency, µM (highest dose often 46 µM), without a hit: top-dose activity change, negative = inhibition, hits mostly inhibitors; further: potency means the concentration at half of the fitted maximal effect; on the % scale 0 is the no-effect control and ±100 the full control effect; nearly all actives have a fitted effect of over 60% in size
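Nrf2 activity is the BugLite luminescence, read 15 min after reagent at room temperature, following CellTiter-Fluor cytotoxicity readout (30 min, 37C). Compound titrations were applied for 18-24 h to 5000 A549 ARE_Fluc cells/well in 5% FBS OPTI-MEM.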
S2 tox – viability counter-screen for ATXN expression inhibitors; S2 cells (HEK-293 line with an ATXN2-luciferase reporter) viability, CellTiter-Fluor protease fluorescence, 24 h; Potency, µM (titrated, usually from 56.7 µM), actives largely listed as cytotoxic; 400,000 compounds, 0.49% hits; AID 651635; further: potency means the concentration at half of the fitted maximal effect; nearly all actives have a fitted effect of over 40% in size
HepG2 viability – counter-screen for TGF-b inhibitors: cytotoxicity in HepG2 cells; HepG2 CAGA-GFP viability, ATP luminescence, 18 h; 410,000 compounds, 0.76% hits; Potency, µM (highest dose often 46.1 µM), for the others: top-dose activity change, negative = cytotoxicity, actives largely listed as cytotoxic; AID 588856; further: potency means the concentration at half of the fitted maximal effect; some results filed as inactive show a strong effect at the top dose
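CellTiter-Glo luminescence gave cytotoxicity after 18 hours at 37 degrees C. The cells were HepG2 CAGA-GFP in 1% FBS DMEM, stimulated with 500 pg/mL TGF-beta after compound addition. %Activity was normalised to no-cell wells (complete cell-killing) and DMSO (no toxicity), and curves were fitted and classified.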
CCT chaperon mod – changes cytosolic chaperonin activity. purified chaperonin ATPase assay, HTRF ADP detection, 30 min. 360,000 compounds, 0.3% hits. activity change, % (test concentration not listed), hits read low; in the data active means activity change below about -30%; further: on the % scale 0 is the no-effect control and ±100 the full control effect
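Nucleotide hydrolysis assay: TRiC at 20–40 nM final (set by batch activity) with 10 uM ATP, 30 min at 37 °C, in presence of 76 uM compound. Detection by competitive ADP HTRF, 30 min ambient.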
TGFb SMAD3 inh – inhibitors of TGF-b signaling; HepG2 CAGA-GFP TGF-b/SMAD3 reporter, GFP fluorescence, 18 h; TGF-beta stimulated, 500 pg/mL final; Potency, µM (highest dose often 46.1 µM), for the others: at the highest dose activity, negative = inhibition, usual class: inhibitors; 410,000 compounds, 1.2% hits; AID 588855; further: potency means the concentration at half of the fitted maximal effect; on the % scale 0 is the no-effect control and ±100 the full control effect; nearly all actives have a fitted effect of over 65% in size
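Inhibition of TGF-beta-driven CAGA-GFP reporter expression in HEPG2 cells is measured by cellular GFP fluorescence after 18 h stimulation with 500 pg/mL recombinant TGF-beta in 1% FBS medium at 37 degrees C.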
Nrf2 ARE act – Nrf2 pathway activation; AREc32 ARE-luciferase reporter (MCF7-derived line), luminescence, 24 h; Potency, µM (top dose mostly 46.1 µM), for inactives: top-dose activation, actives largely listed as activators; 410,000 compounds, 0.31% hits; further: potency means the concentration at half of the fitted maximal effect; % of control where 0% means no effect; nearly all actives have a fitted effect of over 65% in size
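Each well held 1000 AREc32 cells, which were incubated with compound for 24 hr at 37 deg C after overnight attachment, and ARE reporter activity was quantified by firefly luciferase luminescence.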
MmCpn inh – blocks the Methanococcus maripaludis chaperonin Mm-Cpn | purified Mm-Cpn ATPase, ADP Transcreener TR-FRET | Potency, µM (top dose mostly 76.9 µM), for the others: at the top dose activity, negative = inhibition, usual class: inhibitors | 330,000 compounds, 0.031% hits; further: potency means the concentration at half of the fitted maximal effect; on the % scale 0 is the no-effect control and ±100 the full control effect; nearly all actives have a fitted effect of over 80% in size
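Measured: ADP formation by purified Mm-CPN. Conditions: 25 nM protein, 10 uM ATP, Tris pH 7.4 with Mg2+, K+ and DTT, 37°C for 30 min. Detection: Transcreener HTRF after 30 min at room temperature.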
A549 viability – kills or reduces viability of A549 cells in Nrf2 counter-screen | A549 ARE-Fluc cells, CellTiter-Fluor viability, 18-24 h | Potency, µM (top dose mostly 46 µM), without a hit: top-dose activity change, negative = cytotoxicity, usual class: inhibitors | 390,000 compounds, 0.16% hits | AID 504648; further: potency means the concentration at half of the fitted maximal effect; on the % scale 0 is the no-effect control and ±100 the full control effect
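A549 ARE_Fluc cells in 5% FBS OPTI-MEM were exposed to compounds in concentration-response for 18-24 h at 37 deg C. Viability was read by CellTiter-Fluor fluorescence (Ex 405/Em 525) after 30 min, before the luciferase read.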
An asterisk follows results filed as active; i = inactive; ? = inconclusive; nt = not tested or not shown; [ ] = remark or other dose. Unless noted, the call rests on the fitted dose curve; in most records, active means well fitted curve in the direction sought with a large enough effect; inconclusive means small, poorly fitted or top-dose-only effect, or another doubt; inactive means no such curve, though single readings can be large; an effect the other way counts as inactive or inconclusive.

The line under a structure holds: Akt phos inh, TGFb SMAD3 inh, CCT chaperon mod, MmCpn inh, Nrf2 block, A549 viability, Nrf2 ARE act, HepG2 viability, S2 tox
Cc1cc(C)c(OCC(=O)OCC(=O)NCC2CCCCC2)c(C)c1
→ i, 0%, -1.1, -1%, 5%, 0%, 0.1%, -3%, i
Oc1ccc(Nc2ccnc3cc(Cl)ccc23)cc1
→ i, ?, -0.2, 3%, -25%, 1%, 17%, -29%, i
CCOC(=O)C1=C(N)n2c(s/c(=C/c3ccco3)c2=O)=C(C(=O)OC)C1c1ccco1 (configuration not stated)
→ i, -4%, -2.4, 0%, ?, ?, ?, -33%, i
CNC(=O)NC(=O)C(c1ccccc1)N(C)CC1COc2ccccc2O1 (configuration not stated)
→ i, 24%, -2.1, 1%, ?, -10%, 0.3%, 7%, i
CC(=Nc1ccc(C)cc1)c1sc2ccccc2c1O
→ i, 2%, -0.6, -14%, ?, 5%, 25%, -40%, i
COc1ccc(C2=Nn3c(nnc3-c3ccccc3Cl)SC2)cc1OCC1CC1
→ nt, 10µM*, nt, 2%, 21µM*, ?, -2.1%, -18%, ?
CC1(C)CC(=O)C(Sc2nnc(-c3ccc(NS(C)(=O)=O)cc3)n2Cc2ccco2)C(=O)C1
→ i, -17%, 2.2, -8%, 8%, 0%, 0.2%, -5%, i
COC(=O)c1cccc(-n2nnnc2SCC(=O)Nc2cc(C)on2)c1
→ nt, 7%, -0.6, 2%, 23%, 5%, 3.0%, 1%, i
N#CCCN(C(=O)CSc1nc2ccccc2c(=O)[nH]1)c1ccc(F)cc1
→ i, 0%, 1.3, -2%, -12%, 0%, 1.8%, -2%, i
CC(=O)c1cccc(NC(=O)CN2C(=O)NC(C)(c3ccc4c(c3)OCCCO4)C2=O)c1 (configuration not stated)
→ i, -5%, -0.1, 0%, -26%, 13%, -0.3%, 1%, i
NCCCC[C@H]1CNC(=O)C(=O)N1CCc1cc(C(F)(F)F)cc(C(F)(F)F)c1
→ i, 4%, -0.1, 1%, 7%, 8%, 0.1%, 1%, i
O=C(c1ccccc1)N1CCOC(O)(c2ccccc2)C1c1ccccc1 (configuration not stated)
→ i, 3%, 0.1, nt, ?, 12%, 0.4%, 2%, i
CCc1noc(C)c1C(=O)N(CCOC)c1c(N)n(CC(C)C)c(=O)[nH]c1=O
→ i, -9%, -0.9, 0%, 8%, -1%, -2.6%, -5%, i
CCOC(=O)C1=NN(c2ccccc2)C2C(=O)N(c3ccccc3OC)C(=O)C12 (configuration not stated)
→ i, -10%, -1.3, -3%, -8%, -5%, -0.9%, -22%, i
CC(=O)NCCCCCCNC(C)=O
→ i, 2%, -0.3, 1%[15.4 µM], 3%, -2%, 0.4%, 4%, i
COCc1cc(C)nc2sc(C(=O)Nc3ccccc3O)c(N)c12
→ nt, nt, nt, nt, 10%, -5%, 7.7%, -18%, nt
Cc1cnc(CN(C)C(=O)C2CCC(=O)N(CCc3ccc(Cl)cc3)C2)[nH]1 (configuration not stated)
→ i, 9%, 3.5, nt, nt, nt, 0.6%, 4%, i
CC(C)COc1ccc(C(=O)Nc2nnc(S(=O)(=O)N(C)Cc3ccco3)s2)cc1
→ nt, -11%, nt, nt, ?, 4%, 1.0%, -11%, nt
O=C(CSc1nnc2ccccn12)NCCc1ccc(F)cc1
→ i, 0%, 0.5, 0%, 3%, 1%, 0.3%, -3%, i
Cc1cccc(NC(=S)NNC(=O)c2ccc(Br)o2)c1
→ nt, 12%, -1.8, 0%, nt, 0%, 1.0%, 1%, i
O=C(c1ccc(Cl)cc1)N1CCC2CC1c1cc(-c3ccccc3)ccc12 (configuration not stated)
→ i, 20µM*, -1.2, nt, 0%, ?, 5.1%, -17%, i
CCOC(=O)C1(C)NC(c2cccs2)C2C(=O)N(c3ccc(OC)cc3)C(=O)C21 (configuration not stated)
→ i, 34%[activator], -1.5, 1%, -2%, -9%, -0.2%, 0%, i
COc1cc(NC(=O)CSc2nccc(C)n2)c(C(=O)O)cc1OC
→ i, -6%, -2.9, 1%, 6%, -1%, 0.1%, 0%, i
O=C(CCSCc1ccc(Cl)cc1)NCc1ccco1
→ i, 8%, 0.8, 3%, 2%, 0%, 2.1%, 7%, i
O=C(Cc1ccc([N+](=O)[O-])cc1)N1CCc2ccccc2C1
→ i, 0%, -1.1, -1%, 5%, 18%, 0.1%, -34%, i
Cc1ccc(NS(=O)(=O)c2cc(C(=O)N(C)C)ccc2C)cc1C
→ i, -4%, -2.8, -1%, ?, -5%, -0.1%, 5%, i
CC(C)(C)[C@@H]1C=C(C(N)=O)O[C@H](OCc2ccc(CO)cc2)C1
→ i, -5%, -0.1, 0%, 2%, -3%, -0.8%, -9%, i
CC(=O)Nc1ccc(S(=O)(=O)NCCC(=O)OCc2nnc(-c3ccccc3)o2)cc1
→ i, -7%, 0.0, 2%, 10%, -1%, -0.3%, 1%, ?
O=C(NCc1ccc(Cl)c(Cl)c1)c1ccc2c(c1)OCO2
→ i, -23%, -0.7, 1%, 12%, 9%, -0.6%, 0%, i
S=C1NCCc2ccccc2C1c1ccccc1Cl (configuration not stated)
→ i, 9%, -0.7, 2%, -6%, -8%, -1.0%, -13%, i
Cc1ccc(-n2c(SCC(=O)N3Cc4ccccc4CC3C(=O)O)nnc2-c2cccnc2)c(C)c1 (configuration not stated)
→ i, 4%, -1.9, 0%, 11%, 0%, -0.1%, 5%, i
CCC(C)C(NC(=O)C(C)NC(=O)CNC(=O)OC(C)(C)C)C(N)=O (configuration not stated)
→ i, -3%, 0.9, 2%, -18%, 3%, -0.7%[9.22 µM], 4%, i
O=C(CCN1C(=O)c2ccccc2C1=O)NCc1ccco1
→ i, -9%, 1.2, -4%, -19%, 1%, -0.4%, 0%, i
CC(=O)c1ccc2c3c(cccc13)C(=O)N(CCc1ccccc1)C2=O
→ i, ?, 0.3, -2%, ?, 26%, ?, -3%, i
CNC(=S)N(CCO)Cc1cc2cc3c(cc2[nH]c1=O)OCCO3
→ i, -4%, 0.9, -1%, 3%, 9%, 2.5%, -9%, i
COc1ccc(S(=O)(=O)N2CCC(C(=O)Nc3ccc(S(=O)(=O)N4CCCC4)cc3)CC2)cc1OC
→ i, -1%, -0.8, 0%, -8%, -1%, 2.8%, 1%, i
CCn1c(SCC(=O)NC(=O)Nc2ccc3c(c2)OCCO3)nnc1-c1cccs1
→ i, -2%, -1.0, -1%, 28%, 0%, -0.4%, -6%, i
CN(C)CCNC(=O)c1cccc(-c2cnc3c(NC=O)cc(-c4cccc(C(F)(F)F)c4)cn23)c1
→ i, ?, -1.1, nt, nt, nt, -4.7%, -111%, i
CCCCc1nc2cc(C(=O)NCc3nccn3CC)ccc2o1
→ i, -14%, 1.7, -2%, 5%, 0%, 1.8%, 1%, i
O=C(CSc1nnc2ncccn12)Nc1cccc2ccccc12
→ i, -18%, -2.1, 0%, -7%, 0%, ?, 19%, i
COc1ccc(CNC(=O)c2onc(C)c2Cl)cc1
→ i, -1%, 1.9, 1%, 20%, 1%, 0.4%, -4%, i
Cc1ccc(-c2onc3ccc(Br)cc23)cc1
→ i, 14%, 1.2, 1%, 17%, 1%, 6.6%, -13%, i
Cc1ccc(SCc2nc(-c3cccnc3)no2)cc1
→ i, -4%, -0.8, -1%, nt, 9%, 3.3%, -8%, i
Cc1ccc(C(=O)COC(=O)c2ccc3c(c2)C(=O)N(c2cccc4ncccc24)C3=O)cc1
→ i, 0%, -0.1, 0%, ?, -15%, -0.3%, 1%, i
CC(=O)Nc1ccc2nc(-c3cccn3C)[nH]c2c1
→ i, 5%, -6.2, 1%, ?, 0%, 7.1%, 2%, i
CCCOc1ccc2oc(=O)c3c(c2c1)CCCN3C(=O)CN1CCN(c2ncccn2)CC1
→ i, 0%, 3.4, 1%, -17%, -3%, 0.0%, 2%, i
CCOC(=O)C1=C(C)NC(=O)NC1c1ccccc1OCc1c(F)cccc1Cl (configuration not stated)
→ i, ?, 3.2, -3%, 0%, 1%, -0.5%, 6%, i
CCCCOC(=O)c1ccc(Nc2nc3ccccc3c3nnc(C)n23)cc1
→ nt, 0%, nt, nt, 8%, 0%, 0.3%, -9%, nt
COc1cc(C(=O)OCC(=O)N2CCCCCC2)c([N+](=O)[O-])cc1OC
→ i, 14%, -1.0, -3%, -8%, 1%, -0.3%, 3%, i
CC(=O)Nc1nc(C2COc3ccccc3O2)cs1 (configuration not stated)
→ i, -5%, -2.7, 3%, ?, -3%, -0.9%, 3%, i

Following part.
The line under a structure holds: Akt phos inh, TGFb SMAD3 inh, CCT chaperon mod, MmCpn inh, Nrf2 block, A549 viability, Nrf2 ARE act, HepG2 viability, S2 tox
COc1ccc(NC(=O)c2sc3nc(C)cc(C)c3c2N)c(OC)c1
→ i, 13%, -0.4, nt, 6%, 4%, -0.2%, 14%, i
COC(=O)C1=C(C)N(CC(C)C)C(=O)/C1=C\c1cccs1
→ i, 9%, -2.0, 0%, -8%, -3%, -0.4%, -32%, i
CCCC(=O)Nc1ccc(NC(=O)c2cccc(OC)c2)cn1
→ i, 1%, -2.2, 2%, ?, 3%, -0.4%, -5%, i
c1ccc(C(c2ccccc2)N2CCN(c3ccc4ccccc4n3)CC2)cc1
→ i, 3%, -1.6, 1%, nt, 1%, -0.5%, -2%, i
O=S(=O)(c1ccc(F)cc1)N(Cc1nc(-c2ccc(Cl)cc2)no1)C1CCCCC1
→ nt, -6%, nt, nt, -14%, 9%, -0.9%, 4%, nt
COC(=O)c1ccc(S(=O)(=O)NC(C)(C)C)n1C
→ i, -2%, 1.3, -1%, 2%, 1%, 0.9%, -17%, i
Cc1ccc(Cn2c(NS(=O)(=O)c3ccccc3)nc3ccccc32)cc1
→ i, ?, -1.8, -1%, ?, -10%, 0.2%, -19%, i

The order is random. About 4.4% of those tested had a hit in this group.
